Hck-Nef inh: blocks Nef-activated human Hck kinase. inhibition, % at 20 µM. 0.68% of 220,000 active. P08631. Recombinant Hck-YEEI plus Nef, Z-Lyte FRET kinase assay;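 active = Hck-Nef kinase inhibition above about 50%, limit read from the data; inactive = inhibition below that limit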;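 also: 0% = DMSO with Hck plus Nef and 100% = Hck alone without Nef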
Mdm2 ligase inh: blocks human Mdm2 ubiquitin ligase activity; Q00987; cell-based MDM2 ubiquitination luciferase reporter, 2 h; 0 = plate control, 100 = twice control, blank-subtracted; signal enhancement, % at 5 µM; 0.11% of 210,000 active;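 active = signal enhancement of 30% or more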;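 also: luminescence tracks abundance of the self-degrading MDM2-luciferase fusion protein; higher signal means inhibition of MDM2 E3 ligase activity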
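test system = mammalian cells stably expressing self-ubiquitinating, self-degrading MDM2 E3–luciferase fusion | quantity = 2000 cells/well | incubation = cell settling 4 h, compound treatment 2 h, both 37 °C | signal = luminescence with SteadyLite reagent, 15 min at room temperature | evaluation = % enhancement relative to plate controls after blank subtraction | benchmarks = plate controls and plate blanks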
14-3-3 Bad PPI: disrupts binding of bovine 14-3-3 zeta to phospho-Bad peptide; TR-FRET 14-3-3zeta/Dy647-pBad peptide displacement, 1 h; inhibition, % at 21.7 µM; 0.71% of 220,000 active;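 active = inhibition above about 70%, limit read from the data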;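 also: 0% = full 14-3-3 plus peptide FRET controls and 100% = background without 14-3-3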
Target sequence (P63103 whole entry, looked up): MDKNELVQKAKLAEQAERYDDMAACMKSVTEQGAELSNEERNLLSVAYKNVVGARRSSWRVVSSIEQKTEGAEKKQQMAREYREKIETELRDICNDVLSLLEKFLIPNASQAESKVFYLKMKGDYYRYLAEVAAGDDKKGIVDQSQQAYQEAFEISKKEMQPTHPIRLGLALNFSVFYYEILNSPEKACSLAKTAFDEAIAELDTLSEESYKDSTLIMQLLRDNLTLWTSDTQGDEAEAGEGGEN
NCF1 inh: p47phox (human) inhibition; P14598; p47phox/p22phox peptide binding, fluorescence polarization, 2 h; inhibition, % at 24.7 µM; 0.53% of 220,000 active; AID 1274;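 active = inhibition above about 30%, limit read from the data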;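 also: 0% = p47phox with labelled peptide and 100% = labelled peptide alone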
Target sequence (P14598 whole entry, looked up): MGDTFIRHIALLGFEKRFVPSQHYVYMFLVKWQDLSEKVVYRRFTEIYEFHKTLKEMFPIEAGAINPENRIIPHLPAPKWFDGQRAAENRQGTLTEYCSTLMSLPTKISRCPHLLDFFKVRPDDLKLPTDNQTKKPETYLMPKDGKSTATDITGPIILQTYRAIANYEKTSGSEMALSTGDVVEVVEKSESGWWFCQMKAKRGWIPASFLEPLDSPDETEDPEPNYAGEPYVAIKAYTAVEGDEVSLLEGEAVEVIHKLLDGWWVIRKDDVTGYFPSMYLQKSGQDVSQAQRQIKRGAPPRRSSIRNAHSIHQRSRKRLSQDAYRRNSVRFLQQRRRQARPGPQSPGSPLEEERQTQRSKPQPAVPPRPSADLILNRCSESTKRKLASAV
Runt-CBFb FRET: inhibitors of human RUNX1 Runt domain binding to CBFb; AID 1496; inhibition, % at 20 µM; 0.46% of 220,000 active; Cerulean-Runt/Venus-CBFb FRET ratio 530/480, 1 h; Q01196+Q13951;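 active = inhibition over about 50% at 20 µM in the single-dose screen, limit read from the data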;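 also: 0% = DMSO wells and 100% = excess unlabeled CBFb competitor control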
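System: Cerulean-labeled Runt domain protein | Quantity: 100 nM of each labeled protein | Schedule: 1 h compound exposure, room temperature | Detection: Fluorescence energy transfer, 422 nm excitation, 530/480 nm emission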
EBV gp42 block: EBV gp42 inhibition. Q1HVG2. Fluorescence polarization binding assay, mP read-out. inhibition, % (tested at 21.74 µM). 0.42% of 220,000 active; in the data active = inhibition above about 50%
Target sequence (Q1HVG2 whole entry, looked up): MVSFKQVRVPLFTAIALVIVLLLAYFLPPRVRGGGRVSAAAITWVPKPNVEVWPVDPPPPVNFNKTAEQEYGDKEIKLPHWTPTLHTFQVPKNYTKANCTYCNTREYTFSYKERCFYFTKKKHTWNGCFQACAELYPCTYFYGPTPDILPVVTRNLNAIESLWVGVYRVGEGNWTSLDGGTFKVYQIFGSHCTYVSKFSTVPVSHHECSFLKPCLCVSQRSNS
TbHK1 inh: T. brucei hexokinase 1 inhibition; recombinant TbHK1, G6PDH-coupled NADH A340; AID 1430; inhibition, % at 10 µM; 0.11% of 220,000 active;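 active = inhibition of 50% or more in the single-dose primary screen; inactive = inhibition below 50%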
zVAD death inh: blocks zVAD induced death of L929 cells. L929 zVAD necroptosis rescue, ATP luminescence, 24 h; with zVAD 60 µM. viability rescue, % at 10 µM. 0.38% of 220,000 active. AID 1377;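 active = activation, scaled between plate controls, above about 75%, limit read from the data; inactive = activation under that limit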;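 also: 0% = zVAD with DMSO and 100% = DMSO alone without zVAD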
Runt-SMMHC FRET: Runt domain-CBFb-SMMHC interaction inhibition; AID 1434; Cerulean-Runt/Venus-CBFb-SMMHC FRET ratio 530/480, 1 h; inhibition, % at 20 µM; 0.74% of 220,000 active;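 active = mean inhibition across duplicate retests at 20 µM reaching about 50%, limit read from the data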;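 also: 0% = DMSO wells and 100% = wells with excess untagged CBFb-SMMHC; inhibitors lower the FRET ratio by blocking Runt binding to CBFb-SMMHC; some results filed as inactive read as strong as hits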
Numbers without * were called inactive; . = not tested or not shown; [ ] = remark or other dose.

SMILES	Hck-Nef inh	Mdm2 ligase inh	14-3-3 Bad PPI	NCF1 inh	Runt-CBFb FRET	EBV gp42 block	TbHK1 inh	zVAD death inh	Runt-SMMHC FRET
C=CCn1c(CNC(=O)c2cccs2)n[nH]c1=S	2	-12	-10	-11	4	-15	3	4.2	3
Cc1ccccc1NC(=S)NC(C)C(c1ccccc1)N1CCN(C)CC1 (centres undefined)	-5	-2	-17	1	0	-6	1	-0.9	3
Cc1sc(N)c(C(=O)c2ccccc2Cl)c1C	20	-6	-7	-2	12	9	3	-0.7	0
C=CCNC(=O)COC(=O)c1oc2ccccc2c1CSC1CCCCC1	0	-13	-1	-9	-2	-6	-6	0.3	1
O=P(COCCOCCOCCOCP(=O)(c1ccccc1)c1ccccc1)(c1ccccc1)c1ccccc1	-21	-20	-6	0	-2	-4	-7	0.8	-1
Cc1cccc2c1N(CCCOc1ccc(C(C)(C)C)cc1)C(=O)C2=O	-2	-15	7	3	-4	0	1	2.0	-3
COc1cc(OC)c2c(c1)S(=O)(=O)C(c1ccccc1)=C2N	2	-12	-10	7	-2	-9	-7	1.5	-3
Cc1ccc(NCc2nnc(SCC(=O)c3ccccc3)n2Cc2ccco2)c(C)c1	3	-5	-7	-24	11	11	3	0.1	1
COc1ccc(S(=O)(=O)NC(N)=NCCc2ccc(OC)c(OC)c2)cc1C	3	-11	-10	-13	-1	-8	5	1.8	-2
COC(=O)c1ccc(NC(=O)N2CCC(O)(c3cccnc3)CC2)cc1	1	1	-8	-6	1	-4	4	-0.1	-1
COC(=O)CCc1c(C)c(C(=O)c2ccc(F)cc2)c2ccccn12	4	-12	-15	-10	-1	-14	-6	1.3	-2
CCOc1c2ccc(C(=O)NC3CCCc4ccccc43)cc2nn1C (centres undefined)	1	-6	17	-2	9	-13	-6	0.2	-5
Cc1cc(C)c(NC(=O)C2CCCN2C(=O)NC2CCCCC2)c(C)c1 (centres undefined)	0	.	-6	1	0	-9	4	0.2	9
Cc1nc2ccc(NS(=O)(=O)c3c(C)c(C)cc(C)c3C)cc2s1	3	0	0	-15	-1	7	-2	-0.5	1
CCOC(=O)CN1CC23C=CC(O2)C(C(=O)N2CCN(c4ccc(F)cc4)CC2)C3C1=O (centres undefined)	-1	-8	6[fluorescence artefact?]	-1	1	-13	-1	1.6	0
O=C(Cn1cc2c(n1)CCCCC2)N1CCc2ccccc2C1	15	-18	1[fluorescence artefact?]	-23	2	-5	-4	-0.6	0
CN(Cc1ccco1)S(=O)(=O)c1ccc2c(c1)CCN2C(=O)CCC(=O)O	0	-3	2	-10	0	-6	-2	.	2
CCC(C)n1c(SCC(=O)NC(=O)c2cccn2C)nc2ccccc2c1=O (centres undefined)	-8	-8	-3	-11	-4	10	3	1.4	-1
Cc1ccc(C)c(OCCCCn2cnc3ccccc3c2=O)c1	-1	-11	14	-4	-4	-11	1	-0.2	-1
Cc1ccc(OCC(=O)Nc2cccc(O)c2)cc1C	1	-28	5	-8	-1	-14	3	0.1	-10
CCC(C)(C)NC(=O)c1cc(S(=O)(=O)N2CCCCC2)ccc1N1CCOCC1	25	-21	-14	-8	-2	-11	-2	-0.7	-2
COC(OC)c1ccnc(-c2ccc(OC(=O)c3ccc(F)cc3)cc2)n1	26	-5	-13	-6	-3	-1	-7	5.1	-5
Cn1nnnc1-c1cc(Br)ccc1NC(=O)c1ccccc1	3	-11	1	0	-1	11	-8	1.3	-4
Cc1cc(C)cc(NC(=O)CSc2nc3ccncc3[nH]2)c1	1	-3	3	-4	1	-20	2	0.3	-2

Not a retest: entries from further up.
SMILES	Hck-Nef inh	Mdm2 ligase inh	14-3-3 Bad PPI	NCF1 inh	Runt-CBFb FRET	EBV gp42 block	TbHK1 inh	zVAD death inh	Runt-SMMHC FRET
COc1cc(OC)c2c(c1)S(=O)(=O)C(c1ccccc1)=C2N	2	-12	-10	7	-2	-9	-7	1.5	-3
Cc1ccc(NCc2nnc(SCC(=O)c3ccccc3)n2Cc2ccco2)c(C)c1	3	-5	-7	-24	11	11	3	0.1	1
COc1ccc(S(=O)(=O)NC(N)=NCCc2ccc(OC)c(OC)c2)cc1C	3	-11	-10	-13	-1	-8	5	1.8	-2
COC(=O)c1ccc(NC(=O)N2CCC(O)(c3cccnc3)CC2)cc1	1	1	-8	-6	1	-4	4	-0.1	-1
COC(=O)CCc1c(C)c(C(=O)c2ccc(F)cc2)c2ccccn12	4	-12	-15	-10	-1	-14	-6	1.3	-2
CCOc1c2ccc(C(=O)NC3CCCc4ccccc43)cc2nn1C (centres undefined)	1	-6	17	-2	9	-13	-6	0.2	-5
Cc1cc(C)c(NC(=O)C2CCCN2C(=O)NC2CCCCC2)c(C)c1 (centres undefined)	0	.	-6	1	0	-9	4	0.2	9
Cc1nc2ccc(NS(=O)(=O)c3c(C)c(C)cc(C)c3C)cc2s1	3	0	0	-15	-1	7	-2	-0.5	1
CCOC(=O)CN1CC23C=CC(O2)C(C(=O)N2CCN(c4ccc(F)cc4)CC2)C3C1=O (centres undefined)	-1	-8	6[fluorescence artefact?]	-1	1	-13	-1	1.6	0
O=C(Cn1cc2c(n1)CCCCC2)N1CCc2ccccc2C1	15	-18	1[fluorescence artefact?]	-23	2	-5	-4	-0.6	0
CN(Cc1ccco1)S(=O)(=O)c1ccc2c(c1)CCN2C(=O)CCC(=O)O	0	-3	2	-10	0	-6	-2	.	2
CCC(C)n1c(SCC(=O)NC(=O)c2cccn2C)nc2ccccc2c1=O (centres undefined)	-8	-8	-3	-11	-4	10	3	1.4	-1
Cc1ccc(C)c(OCCCCn2cnc3ccccc3c2=O)c1	-1	-11	14	-4	-4	-11	1	-0.2	-1
Cc1ccc(OCC(=O)Nc2cccc(O)c2)cc1C	1	-28	5	-8	-1	-14	3	0.1	-10
CCC(C)(C)NC(=O)c1cc(S(=O)(=O)N2CCCCC2)ccc1N1CCOCC1	25	-21	-14	-8	-2	-11	-2	-0.7	-2

Carrying on:
SMILES	Hck-Nef inh	Mdm2 ligase inh	14-3-3 Bad PPI	NCF1 inh	Runt-CBFb FRET	EBV gp42 block	TbHK1 inh	zVAD death inh	Runt-SMMHC FRET
Cc1cccc(S(=O)(=O)NNC(=O)c2cc(-c3ccc(F)cc3)nc3ccccc23)c1	5	-14	8	-3	-1	12	-2	0.6	3
Cc1ccc(CS(=O)(=O)CCC(=O)NCc2ccccn2)cc1	-2	-11	1	-7	1	-8	-3	-0.7	-1
C[C@@H]1CN(Cc2nc(-c3ccc(Cl)cc3)no2)C[C@H](C)O1	13	0	0	3	0	-8	3	1.7	-1
COc1cc2c(cc1NC(=O)C(C)OC(=O)/C=C/c1ccc(OC(F)F)cc1)oc1ccccc12 (centres undefined)	4	-5	-18[fluorescence artefact?]	-36	0	-30	11	1.4	1
CN(C)c1ccc(/C=N/NS(=O)(=O)c2ccc(Br)cc2)cc1	10	-11	0	-19	1	2	-45	0.5	2
Cc1ccc(S(=O)CCNC(=O)Cc2ccccc2)cc1 (centres undefined)	-4	-13	-8	6	-2	-2	4	2.2	-2
Cc1ccc(Nc2nc(CSc3nnc(-c4ccncc4)n3-c3ccccc3C)cs2)cc1	1	.	-3	-51	0	-14	-7	-0.5	0
N#CC1=C(N)N(c2ncn[nH]2)C2=C(C(=O)CCC2)C1c1ccc(F)cc1 (centres undefined)	2	-10	10	-1	5	-3	-3	1.1	9
CC1(C)CC(CNCCC(c2ccc(F)cc2)c2ccco2)CCO1 (centres undefined)	23	.	-3	11	2	-14	1	0.0	-5
COc1ccccc1N1CCN(C(=O)CC2NC3CCCCC3NC2=O)CC1 (centres undefined)	0	-16	11	-12	-1	-23	-5	-0.2	4
CCCNCc1cc(OCC)c(OCC(N)=O)cc1Br	0	-9	12[fluorescence artefact?]	-1	-1	-16	1	0.4	-5
Fc1cccc(CN2CCN(Cc3nc(CCc4ccccc4)no3)CC2)c1	10	-5	-17	3	-2	-10	1	-0.5	2
Cc1cccc(C)c1NC(=O)c1sc(N)nc1-c1ccccc1	23	2	-7	-2	0	-20	-4	-0.1	0
Cc1ccc(-n2nc3c(c2NC(=O)c2ccc(OC(C)C)cc2)CS(=O)C3)cc1 (centres undefined)	8	10	-1	1	-2	6	4	0.1	1
Nc1nc2ncc(C(=O)c3cc(Cl)cc(Cl)c3O)cc2s1	34	1	-10	-16	-8	32	-11	-0.6	-27
COC(=O)c1sc(N2CCN(c3ccc(Cl)cc3)CC2)nc1N	-11	-1	2	-11	1	2	-1	1.3	3
Fc1ccccc1/C=C1\CCCC2=C1Nc1nnnn1C2c1ccccc1F (centres undefined)	-1	-12	4	10	3	8	-2	0.2	1
CN(Cc1nc(-c2cnccn2)no1)CC(O)c1ccccc1 (centres undefined)	15	-12	-6	-5	-2	-16	-5	-0.1	0
Cc1ccc(C2Nc3ccccc3C(=O)N2CCCN2CCOCC2)cc1 (centres undefined)	14	-12	-5	-1	1	-8	0	-0.7	-1
O=C(NN1C(=O)c2ccccc2NC1c1cccnc1)c1ccc([N+](=O)[O-])cc1 (centres undefined)	-69	15	-3	-12	.	0	-7	1.4	3
Cc1cc(C)cc(N(C(=O)c2csnn2)C(C(=O)NC(C)(C)C)c2cccnc2)c1 (centres undefined)	18	-2	-9	1	-1	-5	-8	0.2	-1
CCOC(=O)C(c1ccccc1)C(Nc1cc(C(F)(F)F)cc(C(F)(F)F)c1)c1ccccn1 (centres undefined)	7	-6	-8	-4	1	2	-21	0.1	-2
Cn1c(=O)c(=O)n(C)c2cc(S(=O)(=O)N3CCCC3C(=O)NCc3cccs3)ccc21 (centres undefined)	-1	-12	2	-8	3	-7	-19	-0.1	0
O=C(CC1N=C2c3ccccc3N=C(SCc3ccc(F)cc3)N2C1=O)NCc1ccco1 (centres undefined)	-1	-14	-10	-12	8	9	-12	0.1	2
Cc1nc(NC2=NC(C(=O)Nc3ccc(Cl)cc3)CC(=O)N2)nc2ccccc12 (centres undefined)	2	-17	-18	0	-2	2	-1	0.1	-5
O=C(Nc1nnc(C2CC2)s1)C1=NN(C2CCS(=O)(=O)C2)C(=O)CC1 (centres undefined)	20	-16	-23	-9	0	-19	-8	1.8	0
CCCCn1nc(CC(=O)NCCN(CC)CC)c2ccccc2c1=O	4	-12	-1	-4	1	-24	-6	-0.5	-5
COc1cc(/C=C2/C(=O)ON=C2c2ccccc2)ccc1O	17	8	-11	-44	5	-228	-18	-0.2	-1
C1CN=C(NC23CC4CC(CC(C4)C2)C3)C1	-6	-9	1	-9	0	10	-1	.	1
